NPC1 prom act: activators of NPC1 promoter; AID 485313; Potency, µM (highest dose often 9.22 µM), inactives show at the top dose activation, usual class: activators; hit rate 2.4% among 320,000; Huh7 NPC1 promoter luciferase reporter, 24 h;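 further: potency means the concentration at half of the fitted maximal effect; % of control where 0% means no effect; nearly all actives have a fitted effect of over 60% in size; reporter is driven by a mutant NPC1 promoter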
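Cells: Huh7 expressing luciferase under the NPC1 promoter, 1500/well. Seeded 2 h, compound added, incubated 24 h at 37 °C. Luciferase reagent, 10 min ambient, then luminescence.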
FLuc counter: counter-screen for miR-21 project: firefly luciferase inhibitors or activators; P08659; purified FLuc, Km substrates, luminescence inhibition; Potency, µM (highest dose often 57.5 µM), for inactives: at the top dose activity change, negative = inhibition, most hits filed as inhibitors; hit rate 6.9% among 360,000; AID 588342;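 further: potency means the concentration at half of the fitted maximal effect; plate controls were vehicle for no effect and reference inhibitor for full effect; nearly all actives have a fitted effect of over 55% in size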
Target sequence (P08659 whole entry, looked up): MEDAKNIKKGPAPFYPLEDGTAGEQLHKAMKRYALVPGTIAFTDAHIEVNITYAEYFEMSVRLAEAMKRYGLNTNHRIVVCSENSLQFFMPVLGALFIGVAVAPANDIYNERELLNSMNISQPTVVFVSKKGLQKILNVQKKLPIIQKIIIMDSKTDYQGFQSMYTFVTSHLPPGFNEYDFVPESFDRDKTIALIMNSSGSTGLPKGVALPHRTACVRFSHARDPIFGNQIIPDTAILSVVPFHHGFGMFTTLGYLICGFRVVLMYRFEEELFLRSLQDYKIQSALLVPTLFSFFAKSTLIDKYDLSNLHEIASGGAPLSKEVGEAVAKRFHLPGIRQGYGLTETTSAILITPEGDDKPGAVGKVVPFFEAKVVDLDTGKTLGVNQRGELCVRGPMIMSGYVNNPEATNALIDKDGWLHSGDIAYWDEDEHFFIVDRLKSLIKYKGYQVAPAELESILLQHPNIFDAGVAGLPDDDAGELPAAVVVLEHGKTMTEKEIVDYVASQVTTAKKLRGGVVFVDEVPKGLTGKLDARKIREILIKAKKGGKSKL
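Biochemical qHTS of compounds, final roughly 60 µM downward over six points, against 10 nM purified firefly luciferase using Km concentrations of substrates (10 uM D-luciferin, 10 uM ATP) in Tris acetate pH 7.5 buffer; luminescence output.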
ELG1 repair inh: blocks ELG1-dependent DNA repair in HEK293T cells; HEK293T ELG1-luciferase reporter, luminescence, 16 h; DNA damage induced by 5-fluorouridine; Potency, µM (highest dose often 46.1 µM), for inactives: top-dose activity change, negative = inhibition, hits mostly inhibitors; hit rate 2.3% among 330,000; AID 504467; further: potency means the concentration at half of the fitted maximal effect; on the % scale 0 is the no-effect control and ±100 the full control effect; nearly all actives have a fitted effect of over 55% in size
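Cells (2,000 per well) received 5-fluorouridine plus test compound or DMSO and were incubated 16 hr at 37 °C, 5% CO2. Luciferase activity was read by luminescence 30 min after ONE-Glo addition; signal suppression marked inhibition of damage-induced ELG1 function.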
p53 reactivator: restores transcriptional activity of mutant p53; H1299 p53-A138V BP100-luciferase reporter, luminescence, 24 h; Potency, µM (highest dose often 92.2 µM), for inactives: at the top dose activity change, positive = activation, most hits filed as activators; hit rate 0.063% among 320,000; further: potency means the concentration at half of the fitted maximal effect; % of control where 0% means no effect; nearly all actives have a fitted effect of over 45% in size
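H1299 (p53-null), stable ts p53-A138V + BP100-Luc; 1000 cells/well, Opti-MEM/10% FBS; cpd 4 pt, 1:5; 24 h, 37 deg C, 5% CO2; detection reagent 10 min RT; luminescence.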
VP16 counter: Gal4-VP16 reporter inhibition counter-screen | hit rate 3.5% among 310,000 | Potency, µM (top dose mostly 53.6 µM), inactives show at the top dose activity, negative = inhibition, hits mostly inhibitors | Drosophila S2 Gal4-VP16 UAS-luciferase, luminescence, 20 h;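 further: Gal4-VP16 expression switched on by copper sulfate through the metallothionein promoter; potency means the concentration at half of the fitted maximal effect; on the % scale 0 is the no-effect control and ±100 the full control effect; nearly all actives have a fitted effect of over 50% in size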
Rab9 promoter act: activators of Rab9 promoter | Huh7 Rab9 promoter-luciferase reporter, luminescence, 24 h | Potency, µM (top dose mostly 9.22 µM), for the others: at the top dose activation, negative = inhibition, most hits filed as activators | hit rate 2.8% among 320,000; further: potency means the concentration at half of the fitted maximal effect; % of control where 0% means no effect; nearly all actives have a fitted effect of over 60% in size
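Cells were plated at 1500 per well in reduced-serum medium with 10% FBS and left 2 h. Compound in DMSO was then added for 24 h at 37 °C. Reporter signal was read by luminescence after 10 min with luciferase detection reagent.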
TRPV1 ag: human TRPV1 agonism. activation, % at 8.33 µM. hit rate 0.19% among 320,000. TRPV1-expressing cells, Fluo-8 calcium influx, agonist mode. Q8NER1; in the data active means activation above about 80%; inconclusive means between about 30% and that limit; further: 0% is about no effect
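Fluo-8 calcium influx in TRPV1-expressing cells, kinetic read (ex 480/em 520 nm). Compound added and read 3 min for agonist activity, followed by capsaicin at EC20 final and 2 min further read for enhancement.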
Tb PFK inh: inhibitors of T. brucei phosphofructokinase. T. brucei PFK, ADP-Glo luminescence. hit rate 0.17% among 330,000. O15648. Potency, µM (highest dose often 57.5 µM), without a hit: top-dose activity, negative = inhibition, hits mostly inhibitors;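 further: potency means the concentration at half of the fitted maximal effect; 0% = uninhibited 1x PFK enzyme wells and -100% = no-enzyme wells; nearly all actives have a fitted effect of over 60% in size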
Target sequence (O15648 whole entry, looked up): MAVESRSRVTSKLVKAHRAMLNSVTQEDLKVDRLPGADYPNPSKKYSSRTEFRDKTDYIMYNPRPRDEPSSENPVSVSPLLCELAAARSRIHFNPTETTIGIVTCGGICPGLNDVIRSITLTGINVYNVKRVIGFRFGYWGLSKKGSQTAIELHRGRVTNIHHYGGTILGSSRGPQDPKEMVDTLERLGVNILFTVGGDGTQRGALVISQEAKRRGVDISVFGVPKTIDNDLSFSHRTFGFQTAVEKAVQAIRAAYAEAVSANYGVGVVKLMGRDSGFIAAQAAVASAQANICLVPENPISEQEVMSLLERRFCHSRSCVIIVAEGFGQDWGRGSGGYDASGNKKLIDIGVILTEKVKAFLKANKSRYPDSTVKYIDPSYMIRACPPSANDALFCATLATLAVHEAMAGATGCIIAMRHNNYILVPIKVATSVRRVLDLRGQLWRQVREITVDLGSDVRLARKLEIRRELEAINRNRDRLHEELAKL
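PFK 1.25 nM, F6P 0.5 mM, ATP 0.1 mM, 0.1 M TEA pH 8.0, 5 mM MgCl2, 0.01% Tween20, 0.1% BSA; 45 min RT. ADP-Glo readout. qHTS titration up to 57 uM; curves fitted, compounds curve-classed.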
RORgamma inh: blocks mouse ROR gamma transcriptional activity | Drosophila S2 Gal4-RORgamma UAS-luciferase reporter, 20 h | Potency, µM (series often up to 53.6 µM), inactives show at the top dose activity change, negative = inhibition, most hits filed as inhibitors | hit rate 5.4% among 310,000; further: potency means the concentration at half of the fitted maximal effect; on the % scale 0 is the no-effect control and ±100 the full control effect; nearly all actives have a fitted effect of over 60% in size
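Compounds are pin-transferred onto Drosophila Schneider cells expressing a copper-inducible Gal4–ROR gamma transactivation domain fusion. After 1 hr, copper sulfate is added to 700 uM final; luciferase is read 20 hr later.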
ELG1 genotox: genotoxicity induction in ELG1-luciferase HEK293T cells | HEK293T ELG1-luciferase reporter, luminescence, 16 h | Potency, µM (doses to about 46 µM), without a hit: top-dose activity change, positive = activation, hits mostly activators | hit rate 1.3% among 330,000 | AID 504466; further: potency means the concentration at half of the fitted maximal effect; % of control where 0% means no effect; nearly all actives have a fitted effect of over 60% in size
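Genotoxicity was scored as increased ELG1-luciferase reporter signal, measured by ONE-Glo luminescence (30 min, room temperature). Compound or vehicle exposure of the HEK293T reporter cells lasted 16 hr at 37°C.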
BRCA1 expr up: activators of BRCA1 expression; MCF7-BRCA1-FFLuc reporter, luminescence, 48 h; response scale: scaled: vehicle 0%, 10 µM genistein 100%; Potency, µM (titrated, usually from 46.1 µM), inactives show at the highest dose activation, usual class: activators; hit rate 1.1% among 380,000; AID 624202; further: potency means the concentration at half of the fitted maximal effect; nearly all actives have a fitted effect of over 80% in size; some results filed as inactive show a strong effect at the top dose
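Compounds are tested at multiple concentrations on MCF7 BRCA1-luciferase reporter cells seeded at 2000 per well; after 48 h, a single luminescence end-point is taken and curves fitted to the normalized data.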
* = called active by the depositor; ? = inconclusive; · = not tested or not shown; [ ] = another dose, or the depositor's remark. Unless noted, the call rests on the fitted dose curve; in most records, active means well fitted curve in the direction sought with a large enough effect; inconclusive means small, poorly fitted or top-dose-only effect, or another doubt; inactive means no such curve, though single readings can be large; an effect the other way counts as inactive or inconclusive.

Compound	NPC1 prom act	FLuc counter	ELG1 repair inh	p53 reactivator	VP16 counter	Rab9 promoter act	TRPV1 ag	Tb PFK inh	RORgamma inh	ELG1 genotox	BRCA1 expr up
O=C(COC(=O)C1CCN(S(=O)(=O)c2c(Cl)cccc2Cl)CC1)NCc1ccco1	0%	-1%	20%	-2%	·	1%	21	-3%	·	-1%	-23%
Cc1no[n+]([O-])c1COc1cccc(/C=N/Nc2nncn2N)c1	-1%	-1%	-22%	?	?	2%	·	-1%	-26%	-4%	-30%
CC(NC(=O)CCc1nnc(Cc2cccc(C(F)(F)F)c2)o1)C1CC1 (configuration not stated)	14%	27µM*	?	12%	-20%	?	2	-3%	6%	?	55%
CN(C(=O)COC(=O)c1ccc2ccccc2n1)C1CCS(=O)(=O)C1 (configuration not stated)	-3%	-2%	2%	6%	-1%	-4%	-1	-5%	6%	0%	14%
Cc1ccc(NC(=O)c2cnn(-c3ccccc3)c2NC(=O)c2ccco2)cc1C	2%	0%	-1%	4%	6%	-2%	5	1%	?	1%	9%
O=C(c1cn(-c2ccccc2)nc1-c1ccc(Br)cc1)N1CCOCC1	-3%	-4%	-16%	-18%	4%	-2%	?	-4%	39%	1%	-14%
Cc1ncsc1CCOC(=O)c1ccc(N2CCOCC2)c([N+](=O)[O-])c1	-1%	-2%	?	-2%	4µM*	2%	28	-1%	?	-5%	4%
Cc1cc(C)cc(N(CC(=O)NCc2ccco2)S(=O)(=O)c2c(C)noc2C)c1	-6%	1%	-2%	-1%	2%	11%	·	2%	20%	-1%	-8%
COc1ccccc1NC(=O)c1coc(=O)c(Br)c1	4%	-3%	?	?	5%	?	-2	0%	-28%	?	-37%
Cc1cccc(NC(=S)NC23CN4CN(CN(C4)C2)C3)c1	-1%	0%	0%	1%	0%	-1%	0	-1%	-15%	2%	-2%
CN(Cc1cccc(F)c1)C(=O)c1ccc(S(=O)(=O)N2CCCCCC2)cc1	·	·	21µM*	-3%	·	·	·	-4%	·	-3%	-15%
Cc1c(NC(=O)C(C)OC(=O)c2ncc(Cl)c(Cl)c2Cl)c(=O)n(-c2ccccc2)n1C (configuration not stated)	9%	4%	19%	-2%	·	0%	0	0%	·	1%	-22%
CC(=O)c1ccc(N2CCN(C3CCC(C(C)(C)C)CC3)CC2)cc1 (configuration not stated)	0%	2%	-8%	·	-13%	4%	10	2%	28%	1%	-16%
O=C(CC1CCCC1)Nc1nnc(C2CC2)s1	9%	-9%	?	12%	-8%	18%	0	-2%	20%	-2%	19%
COc1ccccc1C1CCN(C(=O)c2cccc([N+](=O)[O-])c2)CC1	-3%	1%	?	3%	-2%	-1%	·	2%	7%	-4%	-18%
O=C(CSc1ncnc2c1cnn2-c1ccccc1Cl)N1CCN(C(=O)c2ccco2)CC1	-2%	3%	-12%	-7%	0%	3%	0	4%	?	0%	-41%
CC(C)N(C(=O)Cn1c(SCC(=O)NC2CC2)nc2ccccc21)C(C)C	-2%	1%	9%	0%	1%	3%	1	4%	-40%	1%	17%
Cc1ccc(S(=O)(=O)N(C)C)cc1NC(=O)C1CCN(C(=O)Nc2ccccc2)CC1	0%	1%	0%	-10%	·	1%	-1	-3%	·	1%	-1%
COc1cccc(CNC(=O)C2=Cc3cccc(OC)c3OC2)c1	0%	-12%	?	-3%	-8%	7%	15	0%	9%	-8%	0%
Clc1ccc(-c2nnc3sc(-c4ccccn4)nn23)cc1	-5%	-1%	3%	10%	1%	2%	-2	-2%	-8%	1%	·
COc1ccc(-n2ccnc(SCC(=O)NCc3ccccc3Cl)c2=O)cc1	-4%	?	-13%	3%	-13%	5%	2	-11%	3%	-5%	12%
CC(/C=C/c1ccccc1)=N\NC(=O)Cn1nc(C)cc1C	5%	-10%	0%	-5%	?	-1%	11	-7%	?	-1%	-2%
COc1ccccc1N1CCN(C(=O)NCc2cccc(C(F)(F)F)c2)CC1	-33%[inhibitor]	1%	-11%	-4%	1%	1%	9	-1%	33%	-12%	-26%
COc1cc(/C=N/NC(=S)Nc2cccc(Cl)c2C)ccc1OCC(=O)N1CC(C)OC(C)C1 (configuration not stated)	0%	?	?	-6%	2.5µM*	-6%	-4	0%	1.6µM*	-11%	-28%
O=c1[nH]n(Cc2ccccc2)c2ccccc12	-4%	-2%	2%	·	-8%	6%	-2	-2%	3%	-1%	6%
C=CCOC(=O)C1=C(C)OC(N)=C(C#N)C1c1ccc(OC)c(CSc2ccccn2)c1 (configuration not stated)	-2%	4%	13%	6%	19%	2%	10	3%	?	4%	-6%
N#C/C(=N\Nc1ccc(S(=O)(=O)N2CCCCC2)cc1)C(N)=S	0%	-15%	?	5%	-22%	0%	0	-1%	?	-12%	-28%
CN(CC(=O)Nc1ccc(Cl)c(C(F)(F)F)c1)C(=O)C1CCCO1 (configuration not stated)	-4%	0%	2%	-8%	·	-2%	3	-2%	·	0%	-3%
Cc1c(Cl)cccc1NC(=S)NCCc1ccccn1	-3%	1%	-23%	-9%	8.9µM*	-4%	·	-3%	2.5µM*	-3%	4%
CCC1Oc2ccc(C)cc2N(CC(=O)NCC2COc3ccccc3O2)C1=O (configuration not stated)	-3%	6%	-14%	-2%	8%	-11%	10	2%	12%	-3%	10%
Cc1cc(C(=O)Nc2c(C)nn(Cc3ccccc3)c2C)on1	-2%	0%	4%	0%	?	0%	1	4%	9%	7%	29%
Cn1c(C2CCCCC2)nc2c1c(=O)[nH]c(=O)n2Cc1ccccc1	-1%	1%	-10%	-3%	9%	-7%	26	0%	-1%	12%	-6%
O=C(NCCc1cnc[nH]1)Nc1cccc(C(F)(F)F)c1	-4%	2%	?	30%	-2%	1%	-4	2%	-8%	1%	-22%
Cc1cc(C)c2cc(C#N)c(NCCOC(=O)c3ccccc3C)nc2c1	0%	2%	-17%	-2%	-1%	-1%	9	-3%	5%	-1%	-23%
C[C@]12c3[nH]c4cc(-c5ccco5)ccc4c3CCN1C(=O)[C@@H](CC(=O)NCCN1CCOCC1)C[C@@H]2C(=O)N1CCCCC1	·	·	15%	-4%	·	·	·	-2%	·	-5%	-14%
Cc1cc(C(=O)COc2ccccc2C(N)=O)c(C)n1CC1CCCO1 (configuration not stated)	-26%	?	?	10%	10µM*	-9%	1	7%	-34%	-6%	-17%
CCCCNC1C(CC)C(CCC)C(C#N)(C#N)C1(C#N)C#N (configuration not stated)	-2%	1%	?	-19%	?	-44%[inhibitor]	1	-3%	?	1%	-80%
COC(=O)c1ccc(C(NC(=O)OCc2ccccc2)/C(C)=C/[C@@H](C)C(=O)NCc2ccc(OC)c(OC)c2)cc1 (some centres not stated)	-5%	-1%	?	-6%	3%	-4%	?	-1%	?	-5%	-8%
O=S(=O)(Nc1cccc(CCc2ccccn2)c1)c1ccc2ccccc2c1	2%	-1%	6%	-2%	2.5µM*	-2%	-3	-1%	7.9µM*	-10%	-35%
CC[C@H]1OC(=O)[C@H](C)[C@@H](O[C@H]2C[C@@](C)(OC)[C@@H](O)[C@H](C)O2)[C@H](C)[C@@H](O[C@@H]2O[C@H](C)C[C@H](N(C)C)[C@H]2O)[C@](C)(OC)C[C@@H](C)C(=O)[C@H](C)[C@@H](O)[C@]1(C)O	0%	1%	·	·	-11%	-2%	3	0%	7%	·	6%
CCc1cccc(NC(=O)CCNS(=O)(=O)c2cc(Br)cnc2N)c1	3%	0%	-5%	-5%	0%	-4%	3	0%	21%	-6%	-3%
O=C(CCNc1ccc(Cl)c(C(F)(F)F)c1)c1ccco1	-1%	-7%	2%	-1%	?	-2%	?	?	?	-2%	-18%

Screening data from PubChem BioAssay.
